# TRPML3 ag – activates the human TRPML3 channel; AID 1448; 220,000 compounds, 0.29% hits; Q8TDD5; activation, % at 3 µM; HEK293 TRPML3-YFP, Fluo-8 calcium fluorescence; 100% = the carbachol control signal;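 active = activation above its plate's cutoff, the mean activation of the plate's test wells plus 3 SD, cut at about 12% in these data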;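 note: 0% = DMSO only wells and 100% = carbachol wells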
# Target sequence (Q8TDD5 whole entry, looked up): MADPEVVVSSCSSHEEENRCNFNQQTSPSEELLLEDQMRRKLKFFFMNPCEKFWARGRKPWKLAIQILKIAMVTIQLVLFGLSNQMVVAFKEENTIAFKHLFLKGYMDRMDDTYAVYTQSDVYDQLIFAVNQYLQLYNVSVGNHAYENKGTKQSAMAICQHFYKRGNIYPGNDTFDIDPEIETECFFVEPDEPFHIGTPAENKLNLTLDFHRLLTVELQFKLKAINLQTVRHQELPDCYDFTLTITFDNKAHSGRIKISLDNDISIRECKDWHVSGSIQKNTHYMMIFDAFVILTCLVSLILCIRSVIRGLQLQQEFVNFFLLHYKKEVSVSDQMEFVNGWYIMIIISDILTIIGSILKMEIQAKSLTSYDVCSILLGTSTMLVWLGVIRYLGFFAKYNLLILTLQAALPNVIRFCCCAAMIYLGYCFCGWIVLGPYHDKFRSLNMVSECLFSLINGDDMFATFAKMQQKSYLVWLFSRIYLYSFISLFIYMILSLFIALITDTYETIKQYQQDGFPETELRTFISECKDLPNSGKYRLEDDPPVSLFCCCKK
#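 Test system: HEK293 cells stably carrying human TRPML3-YFP; Doses: single dose, 3 µM final nominal compound, 0.3% DMSO final; Schedule: dye loading 1 h 37 °C then 30 min ambient, 125 s read; Technique: Fluo-8 calcium fluorescence; Benchmarks: high control carbachol 87 µM, low control DMSO.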
# CHOP inh – inhibitors of CHOP induction in ER stress response; CHO-K1 CHOP-promoter luciferase, tunicamycin-induced, 15-18 h; inhibition, % at 10 µM; 220,000 compounds, 3.8% hits; AID 2732;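 active = compounds that reduced the stress-induced luciferase reporter signal by more than about 70% of percent inhibition, limit read from the data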;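 note: 0% = tunicamycin plus vehicle and 100% = wells without tunicamycin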
# zfTRPN1 agonist – agonists of zebrafish TRPN1 channel | activation, % at 3 µM | HEK293 zebrafish TRPN1-YFP, Fluo-8 calcium fluorescence; 100% = response to 87 µM carbachol | AID 1424 | 220,000 compounds, 0.18% hits;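 active = activation above its plate's cutoff, the mean activation of test wells on that plate plus 3 SD, cut at about 19% in these data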;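 note: 0% = DMSO alone and 100% = 87 µM carbachol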
#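 Material: zebrafish TRPN1-YFP in HEK293 cells; Doses: single test compound dose, 3 µM nominal, 0.3% DMSO; Timing: dye loading 1 h at 37 °C, then 30 min room temperature; Technique: intracellular calcium fluorescence with Fluo-8; Benchmarks: high carbachol 87 µM, low DMSO alone.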
# TNF necrop inh – TNF-alpha cell death inhibition in Jurkat FADD-/- cells; 220,000 compounds, 0.068% hits; activation (protection from cell death), % at 10 µM; Jurkat FADD-/- TNF necroptosis rescue, ATP luminescence, 24 h; 0 = TNF only, 100 = no-TNF cells;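 active = activation, meaning protection from cell death, of at least 50% relative to plate controls; inactive = activation below 50%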;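 note: necroptosis triggered by 40 ng/mL TNF-alpha added together with compound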
# Wee1 degr inh – blocks degradation of human Wee1 kinase; P30291; HeLa Luc-Wee1K328M stability, luciferase luminescence; 100% = proteasome inhibitor MG132 effect; reporter increase, % at 5 µM; 220,000 compounds, 1.2% hits; AID 1321;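 active = activation above the mean of all tested compounds plus 3 SD, set per screening run, cut at about 8.8% in these data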;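 note: cells exposed to compound for 20 h before luminescence read; 0% = DMSO alone and 100% = MG132 at 30 µM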
# PPC-1+TRAIL kill – kills PPC-1 cancer cells in the presence of TRAIL | PPC-1 cells + TRAIL, ATPLite viability luminescence | cell killing (% activity), % at 4 µM | 220,000 compounds, 0.41% hits | AID 1443;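 active = cell killing above 50% in the first pass at 4 µM, then a duplicate retest at 5 µM averaging 50% or more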;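 note: plate controls were cells with TRAIL plus DMSO for no effect and medium-only wells lacking cells for full effect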
# BaF3 parental – parental Ba/F3 viability inhibition as JAK2V617F counter-screen; 220,000 compounds, 1.1% hits; CellTiter-Glo ATP luminescence; inhibition, % at 5.6 µM;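 active = inhibition above a per-campaign cutoff, the mean inhibition of all tested compounds plus 3 SD, cut at about 27% in these data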;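 note: 0% = DMSO wells and 100% = JAK Inhibitor I control wells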
# Ba/F3 V617F tox – reduce viability of Ba/F3 cells dependent on JAK2V617F; Ba/F3 EpoR-JAK2V617F viability, ATP luminescence; inhibition, % at 5.6 µM; 220,000 compounds, 1.1% hits;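 active = inhibition above the campaign mean plus 3 SD over all tested compounds, cut at about 24% in these data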;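 note: cytokine-independent growth of Ba/F3 cells driven by EpoR plus mutant JAK2; 0% = DMSO-treated cells and 100% = JAK inhibitor I control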
# RBBP9 inhibitor – inhibitors of human serine hydrolase RBBP9. recombinant RBBP9, FP-Rh probe fluorescence polarization. inhibition, % at 7.94 µM. 220,000 compounds, 0.2% hits. AID 1515;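 active = inhibition above the campaign mean of all tested compounds plus 3 SD, cut at about 14% in these data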;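 note: plate controls were DMSO wells with RBBP9 for no effect and wells lacking RBBP9 protein for full effect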
# Target sequence (O75884 whole entry, looked up): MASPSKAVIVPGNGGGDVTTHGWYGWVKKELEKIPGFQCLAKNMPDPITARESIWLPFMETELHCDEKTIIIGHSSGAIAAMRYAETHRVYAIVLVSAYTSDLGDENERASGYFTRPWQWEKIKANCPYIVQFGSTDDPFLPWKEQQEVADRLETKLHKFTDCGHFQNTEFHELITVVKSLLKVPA
#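 Measured by – fluorescence polarization · Test system – RBBP9 protein · Input – 2.5 µM RBBP9 dispensing solution, before mixing · Measure – percent inhibition from mP, scaled between DMSO and no-protein wells · Benchmarks – DMSO-treated enzyme wells and wells lacking RBBP9 · Times – preincubation 30 min plus labeling 45 min at 25 °C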
# Numbers without * were called inactive; x = not tested or not shown. Compounds were not picked by outcome. Share with any hit: about 6.8%.
1	O=C(Nc1ccccc1)Nc1ccccc1NS(=O)(=O)c1cccs1
2	Cc1ccc(NC(=S)NCc2ccccc2)cc1[N+](=O)[O-]
3	CCOc1cc(CNCCCN2CCOCC2)cc(Br)c1OCC(=O)Nc1cccc(C(F)(F)F)c1
4	COc1ccc(N(CC(=O)N2CC=C(c3ccccc3)CC2)S(=O)(=O)c2c(C)noc2C)cc1
5	O=C(CSc1nc2c(c(=O)n1-c1ccc(F)cc1)SCC2)Nc1ccc2c(c1)OCO2

Assay by compound	1	2	3	4	5
TRPML3 ag	0.6	2.7	3.0	-0.3	0.2
CHOP inh	3	32	40	23	x
zfTRPN1 agonist	1.2	3.6	4.2	-1.2	-0.5
TNF necrop inh	-0.3	-0.2	-17	1.5	-3.7
Wee1 degr inh	3	-1	4	0	0
PPC-1+TRAIL kill	13	37	2	23	x
BaF3 parental	5	1	-7	2	8
Ba/F3 V617F tox	0	-3	-3	0	5
RBBP9 inhibitor	-3	-8	5	-11	-8

6	CCOC(=O)C1(C(=O)OCC)C(c2ccccc2)CC(O)N1C(C)=O (centres undefined)
7	COC(=O)c1ccc(C(=O)OC)c(NC(=S)N2CCN(c3ccccc3F)CC2)c1
8	Cc1ccc(-c2cc(N)n3nc(-c4ccc(C)cc4)cc3n2)cc1
9	Cc1cc(C(=O)NNC(=O)c2ccc(S(=O)(=O)N(C)C)cc2)c(C)o1
10	O=C(Nc1ccc(S(=O)(=O)Nc2ncccn2)cc1)c1nn(Cc2ccccc2)c(=O)c2ccccc12

Assay by compound	6	7	8	9	10
TRPML3 ag	0.6	-0.2	0.6	0.9	-0.2
CHOP inh	0	5	74*	-6	-6
zfTRPN1 agonist	0.5	-1.8	-0.5	1.4	-0.4
TNF necrop inh	-0.3	1.7	-1.5	2.4	0.4
Wee1 degr inh	1	2	0	9.5*	-1
PPC-1+TRAIL kill	x	-22	13	11	20
BaF3 parental	5	4	3	6	2
Ba/F3 V617F tox	0	-4	1	0	-6
RBBP9 inhibitor	-8	-4	-11	-1	0

11	CCC(=O)c1ccc(OCC(O)CN2CCCCC2)cc1 (centres undefined)
12	O=C(COc1ccccc1)NC(=S)Nc1ccc2c(c1)Cc1ccccc1-2
13	CC[C@@H](C)C(NC(=O)OC(C)(C)C)c1cn([C@@H](CCCCNC(=O)OC(C)(C)C)C(=O)N2CCN(C(=O)OC(C)(C)C)CC2)nn1 (some centres undefined)
14	COc1ccc2oc(=Nc3cc(F)ccc3F)c(C(N)=O)cc2c1
15	CC(C)N1CCC(N2CCN(C/C=C/c3ccccc3)CC2CCO)CC1 (centres undefined)

Assay by compound	11	12	13	14	15
TRPML3 ag	-0.1	0.2	-0.8	0.2	0.0
CHOP inh	21	18	29	22	-3
zfTRPN1 agonist	0.1	-1.0	-2.4	-0.8	1.2
TNF necrop inh	-0.8	-0.6	0.6	-8.8	1.4
Wee1 degr inh	1	-2	0	4	-4
PPC-1+TRAIL kill	6	10	-4	4	-15
BaF3 parental	9	10	0	-1	10
Ba/F3 V617F tox	6	5	6	-5	4
RBBP9 inhibitor	-6	-1	-3	2	-7

16	O=C(NCC1CCCO1)C(c1ccc(F)cc1)N(C(=O)Cn1nnc(-c2ccc(F)cc2)n1)c1cccc(O)c1 (centres undefined)
17	CCOc1cccc(C(=O)NC(=S)NCc2cccnc2)c1
18	CCOC(=O)c1nnc2cc(-c3ccc(Br)cc3)nn2c1C
19	CC(C)C(=O)Nc1ccc(C(=O)NNC(=O)CCCOc2ccc(Cl)cc2Cl)cc1
20	COc1cc(/C=N/NC(=O)C(=O)NCc2ccco2)cc(Br)c1O

Assay by compound	16	17	18	19	20
TRPML3 ag	0.5	-1.2	0.4	-0.3	-0.5
CHOP inh	27	1	20	0	-10
zfTRPN1 agonist	3.4	-1.9	0.3	1.6	-0.6
TNF necrop inh	-1.0	-2.8	-0.7	0.6	-2.0
Wee1 degr inh	0	-2	-2	0	-1
PPC-1+TRAIL kill	-1	0	-24	-2	17
BaF3 parental	5	6	3	1	1
Ba/F3 V617F tox	-2	2	-5	0	2
RBBP9 inhibitor	-6	-6	-7	-7	-11

# Only BaF3 parental, for two of the compounds above:
nr	Structure	BaF3 parental
18	CCOC(=O)c1nnc2cc(-c3ccc(Br)cc3)nn2c1C	3
19	CC(C)C(=O)Nc1ccc(C(=O)NNC(=O)CCCOc2ccc(Cl)cc2Cl)cc1	1

# Compounds 17 through 20, quoted:
17	CCOc1cccc(C(=O)NC(=S)NCc2cccnc2)c1
18	CCOC(=O)c1nnc2cc(-c3ccc(Br)cc3)nn2c1C
19	CC(C)C(=O)Nc1ccc(C(=O)NNC(=O)CCCOc2ccc(Cl)cc2Cl)cc1
20	COc1cc(/C=N/NC(=O)C(=O)NCc2ccco2)cc(Br)c1O

Assay by compound	17	18	19	20
TRPML3 ag	-1.2	0.4	-0.3	-0.5
CHOP inh	1	20	0	-10
zfTRPN1 agonist	-1.9	0.3	1.6	-0.6
TNF necrop inh	-2.8	-0.7	0.6	-2.0
Wee1 degr inh	-2	-2	0	-1
PPC-1+TRAIL kill	0	-24	-2	17
BaF3 parental	6	3	1	1
Ba/F3 V617F tox	2	-5	0	2
RBBP9 inhibitor	-6	-7	-7	-11

# (list continues)
21	Cc1ccc(N(CC(=O)NCC2CCCO2)C(=O)Cn2nnc(-c3cccs3)n2)cc1 (centres undefined)
22	Cc1ccc(OCC(=O)Nc2sc3c(c2C#N)CC(C)(C)NC3(C)C)cc1
23	CC(O)Cc1nsc(NC(=O)c2cccs2)n1 (centres undefined)
24	O=C(COc1ccc2c(c1)OCO2)Nc1ccc2c(c1)oc1ccccc12
25	O=C(NCCCn1ncc2ccccc21)c1cc(COc2c(F)cccc2F)on1

Assay by compound	21	22	23	24	25
TRPML3 ag	0.3	1.3	1.1	0.1	0.0
CHOP inh	6	8	7	37	2
zfTRPN1 agonist	2.6	0.9	2.1	-1.1	-1.8
TNF necrop inh	-0.1	5.2	1.0	0.9	1.0
Wee1 degr inh	-3	2	3	-1	-3
PPC-1+TRAIL kill	-2	13	9	27	8
BaF3 parental	8	7	5	1	8
Ba/F3 V617F tox	1	-1	2	-4	-2
RBBP9 inhibitor	-5	-10	-4	-3	-3

26	Cc1cccc(NC(=O)NC(=S)NC(=O)c2ccccc2)c1
27	CCc1cc2c(=O)n(CC(=O)NCCc3ccc(OC)c(OC)c3)cnc2s1
28	CCCCC(=O)Nc1ccc(C(=O)Nc2cccnc2)cc1
29	Cc1occc1C(=O)NNC(=O)Nc1ccc(F)cc1F
30	COC(=O)c1ccc(NC(=O)C2CCN(C(=O)c3cc(OC)c(OC)c(OC)c3)CC2)cc1

Assay by compound	26	27	28	29	30
TRPML3 ag	-0.2	0.2	0.7	0.6	0.1
CHOP inh	-40	8	26	-8	1
zfTRPN1 agonist	1.6	-1.6	2.0	1.1	0.3
TNF necrop inh	3.9	0.0	2.7	1.9	0.7
Wee1 degr inh	5	-2	0	-3	-2
PPC-1+TRAIL kill	7	13	-6	-1	0
BaF3 parental	9	14	6	3	9
Ba/F3 V617F tox	5	4	3	-3	-1
RBBP9 inhibitor	5	-4	-24	-5	2

31	COc1ccc(C(=O)Nc2cc(Cl)ccc2C(=O)O)cc1
32	Cc1nc2sc(C(c3ccc(F)cc3)N3CCN(C(=O)c4ccco4)CC3)c(O)n2n1 (centres undefined)
33	COc1ccccc1NC(=O)CN1C(=O)C(C)Oc2ccccc21 (centres undefined)
34	Cc1ccc(-c2nc(CS(=O)(=O)CC(=O)NC3CCCCC3C)c(C)o2)cc1 (centres undefined)
35	CCC(C)(C)n1nnnc1C(c1ccncc1)N1CCN(c2cccc(OC)c2)CC1 (centres undefined)

Assay by compound	31	32	33	34	35
TRPML3 ag	0.1	0.2	-0.9	0.0	-0.9
CHOP inh	15	8	1	53	-5
zfTRPN1 agonist	-0.4	0.1	-0.1	-0.6	0.0
TNF necrop inh	-0.3	2.0	-0.8	0.0	0.6
Wee1 degr inh	1	-2	-2	5	7
PPC-1+TRAIL kill	21	6	-5	-29	7
BaF3 parental	-2	4	7	1	6
Ba/F3 V617F tox	-1	0	7	-3	4
RBBP9 inhibitor	4	-7	4	-2	-10

36	CCC1CCCCN1CC(O)Cn1c2ccccc2n2c(=O)cc(C)c(C#N)c12 (centres undefined)
37	CCc1ccccc1NS(=O)(=O)c1cc(C)ccc1OC
38	O=C(C[n+]1ccc(C(=O)N/N=C/c2ccc(OCc3ccccc3)cc2)cc1)c1ccccc1
39	CCn1c(C)nc2c(C)[n+](CC(=O)c3ccc(Br)cc3)ccc21
40	Nc1c(C(=O)c2ccc(Cl)cc2)sc2c1c(=O)[nH]c(=O)n2-c1ccccc1

Assay by compound	36	37	38	39	40
TRPML3 ag	0.2	-0.7	0.4	1.2	0.1
CHOP inh	17	20	56	7	32
zfTRPN1 agonist	1.4	-1.8	0.8	0.9	0.4
TNF necrop inh	-0.6	-0.8	0.2	0.1	-2.4
Wee1 degr inh	2	-1	3	-2	0
PPC-1+TRAIL kill	19	-4	20	28	-1
BaF3 parental	7	-4	3	4	7
Ba/F3 V617F tox	3	2	0	3	5
RBBP9 inhibitor	-8	1	-8	-6	-6

41	Cc1nn(CCOc2ccccc2)c(=O)n1-c1ccccc1
42	COC(=O)c1ccc(Cl)c(S(=O)(=O)N2CCCC2)c1
43	Cn1c(=O)c2c(-c3ccccc3)n3c4ccccc4ncc3c2n(C)c1=O
44	Cc1cc(NS(=O)(=O)c2ccc(NC(=S)NC(=O)c3ccc(Cl)cc3Cl)cc2)no1
45	COc1ccc2c(c1)c(C(=O)N/N=C/c1ccc(O)c(O)c1)c(C)n2C
46	Cc1cccc(NC(=O)CCNS(=O)(=O)c2cccc3nonc23)c1C
47	CCOC(=O)C1=C(C)NC(C)=C(C(=O)OCC)C1C(=O)OCC(N)=O
48	Cc1cc(-c2n[nH]c(=S)n2Cc2ccccc2)cs1

Assay by compound	41	42	43	44	45	46	47	48
TRPML3 ag	-0.1	0.6	1.4	0.8	0.2	1.1	0.8	-0.9
CHOP inh	7	-6	x	-17	38	4	-2	-24
zfTRPN1 agonist	1.5	0.4	-0.7	1.1	0.2	-0.4	0.8	-3.9
TNF necrop inh	22	-0.6	7.7	1.6	-1.5	1.0	0.2	2.5
Wee1 degr inh	-1	-3	2	2	-5	3	3	-2
PPC-1+TRAIL kill	6	4	x	27	-8	15	18	6
BaF3 parental	11	7	4	2	3	1	0	0
Ba/F3 V617F tox	5	0	-2	-2	1	-1	-4	-6
RBBP9 inhibitor	3	-2	-5	0	-9	-3	-10	-5

# Bioassay records deposited in PubChem BioAssay by several laboratories.
